miR122 inh: inhibitors of miR-122 in Huh7 cells; Huh7 miR-122 Renilla luciferase sensor, 48 h; neutral wells = 0, positive control = 100; activation (reporter increase), % at 12.5 µM; hit rate 0.3% among 340,000; AID 602342;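 active = mean replicate activation score at least 90 and every replicate individually at or above 90; inconclusive = only one of the two criteria met; inactive = neither criterion met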;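 also: higher luciferase means less miR-122 activity so hits act as miR-122 inhibitors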
GSIS activator: primary screen for activators of insulin secretion dependent on glucose, INS-1E cells, GLuc reporter luminescence | INS-1E GLuc reporter insulin secretion, 2-3 h | activation, % at 16.6 µM | hit rate 0.61% among 370,000;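 active = lowest replicate activation of at least 40%, so every replicate reaches that level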;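 also: 0% = median of neutral control wells and 100% = median of IBMX positive control wells; some compounds called inactive have numbers as strong as hits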
DENV2 CPE: DENV2-induced cell death inhibition; hit rate 1.7% among 350,000; CPE inhibition, % at 9.99 µM; AID 651640; DENV2-infected cells, cytopathic effect rescue, plate reader; in the data active = CPE inhibition above about 20%, passing the limit was not always enough; inconclusive = no clear call, values can overlap the other calls; tested in BHK-21 cells;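 also: 0% = median of neutral control wells and 100% = median of positive control wells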
PAX8 inh HTS: PAX8 transcriptional activity inhibition; inhibition, % at 12.6 µM; RMG-I TPO-luciferase reporter, SteadyGlo, 24 h; hit rate 1.2% among 360,000;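 active = mean replicate inhibition at least 60% with every replicate also reaching 60%; inconclusive = only one of the two criteria is met; inactive = mean below 60% and not all replicates reaching 60%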;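 also: luciferase light reporting Pax8 driven TPO promoter activity; plate controls were median of neutral control wells for no effect and mitoxantrone controls for full effect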
EWS-Fli inh: EWS/Fli transcriptional activity inhibition | A673 NR0B1-luciferase reporter, viability-normalised | inhibition, % at 12.6 µM | hit rate 0.67% among 350,000 | AID 651661;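 active = mean inhibition of at least 50% after viability correction, with every replicate also passing that limit; inconclusive = mean reaches 50% but only one of two replicates passes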;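 also: firefly luciferase signal divided by Alamar Blue viability fluorescence both relative to DMSO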
FN deposition inh: fibronectin deposition inhibition; AH1F fibroblasts, Alexa488-fibronectin deposition fluorescence, overnight; hit rate 0.086% among 350,000; inhibition, % at 12.6 µM;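 active = mean inhibition across replicates of 30% or more, regardless of how many single replicates reach that level; inconclusive = mean under 30% yet at least half of replicates reach 30%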;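 also: positive control wells lacked labelled fibronectin entirely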
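Assay system: AH1F fibroblasts assembling fluorescent fibronectin matrix; Amount: 10000 AH1F cells per well; Buffer or medium: DMEM, 2% serum; Probe or stimulus: Alexa488-fibronectin, 24 nM final in well; Doses: single compound dose, delivered by pin transfer; Incubation: 1 h adhesion, overnight exposure; Measured by: fluorescence 485/525 nm; Read-out: fibronectin deposition inhibition.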
CFTR F508del cor: correctors of CFTR F508del function in bronchial epithelial cells | CFBE cells, YFP halide quenching; stimulated with forskolin plus potentiator P3; % fluorescence drop versus neutral controls | activity (quench increase), % at 7.58 µM | hit rate 0.36% among 350,000;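 active = mean added fluorescence quench of at least 8% versus neutral control, with both replicates also reaching 8%; inconclusive = only one of the mean or replicate conditions met; inactive = mean below 8% and not both replicates reaching 8%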;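 also: cells transiently co-express mutant CFTR-F508del with the halide-sensitive YFP; corrector assay measuring rescue of mutant channel to the surface after 24 h compound exposure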
Numbers without * were called inactive; u = inconclusive; x = no result given; & = joins results of further samples; [ ] = dose if it differs, or a comment.

SMILES	miR122 inh	GSIS activator	DENV2 CPE	PAX8 inh HTS	EWS-Fli inh	FN deposition inh	CFTR F508del cor
C=CCNC(=O)N1CCCC(N2CCN(c3ccccc3OC)CC2)C1 (stereo not drawn)	x	10	x	8	-11	-15	1.0
C/C=C/c1ccc2c(c1)O[C@H](CN(C)C(=O)Nc1ccccc1)[C@@H](C)CN([C@H](C)CO)S2(=O)=O	22[16.7 µM]	-14	7	x	2	6	-0.4
O=C(NCCN1CCCCC1)Nc1ccccc1F	-1	-18	-1	-6	6	7	-3.1
O=C(Nc1cccnc1Cl)c1cccc(S(=O)(=O)N2CCOCC2)c1	x	18	u	14	5	x	-0.8
COc1ccc(CN(C)C[C@@H]2Oc3ccc(NC(=O)C4CCCCC4)cc3C(=O)N([C@H](C)CO)C[C@H]2C)cc1	0[16.7 µM]	13	10	3	-2	x	-1.7
Cc1nc2ccccc2c(=O)n1CCc1ccccc1	3	-1	3	11	-16	-4	-3.3
c1ccc(Nc2nc(N3CCCCC3)nc(N3CCCCC3)n2)cc1	6	x	x	2	x	5	x
Cc1ccc(/C=C/C(=O)N2CCN(c3cccc(C(F)(F)F)c3)CC2)cc1	x	x	1	89*	2	-9	x
CC(C)(C)OC(=O)C[C@H]1C/C=C\C[C@@H](CC(=O)N[C@H](CO)Cc2ccccc2)C(=O)N2CCC[C@H]2COC1=O	1	8	-5	-18	-15	7	-1.3
O=C(Nc1cccc(Cl)c1N1CCOCC1)c1cccnc1Cl	x	16	-2	-8	13	5	0.2
Cc1cc(C)c2nc(SCc3ccc([N+](=O)[O-])cc3)nc(C)c2c1	2	x	x	4	x	-6	x
Cc1noc(C)c1NC(=O)Nc1ccc2c(c1)C(=O)N([C@H](C)CO)C[C@H](C)[C@@H](CN(C)Cc1ccc(C(=O)O)cc1)O2	0[16.7 µM]	2	1	x	-5	x	-2.0
O=C(Nc1cccnc1)Nc1cccc([N+](=O)[O-])c1	-1	8	3	-49	-22	-6	-1.7
CC(=O)[C@H]1CC[C@H]2[C@@H]3CCC4=CC(=O)CC[C@]4(C)[C@H]3CC[C@]12C	-6&5	x	u	12&6	6&0	-10&-8	-1.2&2.2
Fc1ccc2nc(-c3ccccc3)ccc2c1	0	1	17	-117	-117	-4	-0.1
C[C@H](CO)N1C[C@H](C)[C@@H](CN(C)C(=O)Nc2cccc3ccccc23)Oc2ccc(NC(=O)Cc3cn(C)c4ccccc34)cc2CC1=O	-2[16.7 µM]	-6	9	x	18	9	-4.3
O=C(CS(=O)(=O)c1cn(Cc2ccc(Cl)cc2)c2ccccc12)N1CCCCC1	x	-7	-1	-6	3	5	-1.6
COCCNC(=O)C1(C)CCN(Cc2ccccc2C#N)C1 (stereo not drawn)	-4	2	-5	x	-2	2	1.2
Cc1ccc([N+](=O)[O-])cc1NC(=O)Cc1ccc(F)cc1	x	10	2	6	-10	2	0.4
CCC(=O)Nc1ccc2c(c1)C(=O)N(C)[C@@H]1CC[C@H](CC(=O)NCc3ccc(OC)cc3)O[C@H]1CO2	1[16.7 µM]	-2	8	19	4	8	0.4
CC(=O)N1N=C(c2ccccc2)CC1c1cccc([N+](=O)[O-])c1 (stereo not drawn)	-8	x	-7	13	9	1	4.7
CCc1ccc(NC(=O)CN(c2ccc(OC)cc2)S(=O)(=O)c2c(C)[nH]c(=O)[nH]c2=O)cc1	x	-2	3	1	x	2	3.3
Cc1ccc(NC(=O)CSc2nnc(CN3CCOCC3)n2C)cc1C	-2	3	x	10	x	12	x
NCCCCCCNS(=O)(=O)c1cccc2c(Cl)cccc12	8	10	-1	18	4	5	0.4
CCCc1cc(=O)n2[nH]c(NCc3c(Cl)cccc3Cl)nc2n1	-2	x	x	17	x	0	x
COc1ccc(-c2[nH]ncc2-c2cnn(-c3ccccc3)c2)c(O)c1	0	x	x	17	x	-7	x
CO[C@H]1CN(C)C(=O)c2cc(NC(C)=O)ccc2OC[C@@H](C)NC[C@H]1C	x	-2	11	-6	12	x	0.3
COc1ccc(N(CC(=O)NC(C)C)S(=O)(=O)c2ccc(NC(C)=O)cc2)cc1	3	19	0	x	-2	x	1.1
O=C(Nc1nc(-c2cccs2)cs1)c1ccc(Cl)s1	x	-13	11	-114	-96	-7	-1.4
CCN(Cc1ccccc1)C(=O)Cn1c(C(C)O)nc2ccccc21 (stereo not drawn)	x	2	-2	8	-8	3	0.0

Compound profiles, as listed above:
Listed for Cc1cc(C)c2nc(SCc3ccc([N+](=O)[O-])cc3)nc(C)c2c1 = miR122 inh: 2; GSIS activator: x; DENV2 CPE: x; PAX8 inh HTS: 4; EWS-Fli inh: x; FN deposition inh: -6; CFTR F508del cor: x
Listed for O=C(Nc1cccc(Cl)c1N1CCOCC1)c1cccnc1Cl = miR122 inh: x; GSIS activator: 16; DENV2 CPE: -2; PAX8 inh HTS: -8; EWS-Fli inh: 13; FN deposition inh: 5; CFTR F508del cor: 0.2

Later entries.
SMILES	miR122 inh	GSIS activator	DENV2 CPE	PAX8 inh HTS	EWS-Fli inh	FN deposition inh	CFTR F508del cor
Cc1ccc(Cl)c(OCC(=O)NC2CCN(Cc3ccccc3)CC2)c1	x	11	13	7	8	-3	0.8
CC(=O)c1ccc(NC(=O)CCCC(=O)c2ccccc2)cc1	-4	-1	-4	-31	13	2	0.0
C[C@H]1CN([C@@H](C)CO)C(=O)c2cc(-c3ccccc3)cnc2O[C@@H]1CN(C)C(=O)c1cccnc1	0[16.7 µM]	5	-10	-17	-1	-17	0.2
CC(C)c1ccc(NC(=O)CN2C(=O)NC3(CCCC3)C2=O)cc1	x	-5	7	-19	-10	3	1.3
Cc1cc(/C=C(\C#N)C(=O)NC2CCCCCC2)c(C)n1C	x	2	x	-25	x	0	x
CCCCn1c(N)c(NCCC(C)C)c(=O)[nH]c1=O	1	x	-9	28	-17	-6	1.0
Cc1[nH]c(=O)[nH]c(=O)c1/C=N/NC(=O)CCNC(=O)OC(C)(C)C	7	-1	-5	-1	-4	0	2.2
CCOc1cc(N2CCOCC2)c(OCC)cc1NC(=O)COC(=O)/C=C/c1ccc(OC(F)F)cc1	1	-21	3	5	-9	-13	-1.6
COc1cccc(CNc2nc3cc(-c4ccc(OC)cc4C)sc3c(=O)n2C)c1	3	-4	-9	17	-2	-1	-2.1
COc1ccccc1NC(=O)c1cc2ccccc2nc1C	x	-7	x	28	-13	8	-1.7
CCC(C(=O)NCc1ccc(F)cc1)N(CCc1ccccc1)C(=O)c1snc(C(N)=O)c1N (stereo not drawn)	-3	-16	3	0	1	2	-1.6
O=C(N/N=C\c1ccc(Oc2ccccc2)cc1)c1csnn1	x	13	-3	-226	-82	-26	-2.0
Cc1ccc(NC(=O)C(C)SCc2nc3sc(C)c(C)c3c(=O)[nH]2)nc1 (stereo not drawn)	x	-3	-5	2	-2	-1	2.9
COc1ccc(OCCN2CCOCC2)cc1	-2	1	17	-6	2	7	2.1
CCS(=O)(=O)N1CCC(C(=O)NCc2cccnc2)CC1	0	7	2	x	12	x	-2.1
COC(=O)C(C)Sc1nc2c(cnn2-c2ccc(F)cc2)c(=O)[nH]1 (stereo not drawn)	-2	10	0	1	10	3	-1.1
COc1ccc(NC(=O)Nc2ccc3c(c2)C(=O)N([C@@H](C)CO)C[C@@H](C)[C@H](CN(C)C(=O)Nc2c(C)noc2C)O3)cc1	-6[16.7 µM]	9	6	x	-11	x	-1.4
Cc1ccc(-c2noc(CNC(=O)c3ccc4c(c3)OCO4)n2)cc1	-10	-13	10	6	0	-6	1.1
O=C(NCc1ccc(F)cc1)C(c1ccc(Cl)cc1)N(C(=O)c1csnn1)C1CC1 (stereo not drawn)	4	10	17	1	-8	-7	-1.2
Cc1cc(C(=O)COc2ncnc3sccc23)c(C)n1C1CC1	-8	1	7	x	-73	x	-0.7
CC(=O)/C(N=Nc1cccc(C(F)(F)F)c1)=C(\C)O	4	0	-2	-1	0	1	-0.5
CCc1ccc(NC(=O)CCc2nc3sc4c(c3c(=O)[nH]2)CCCC4)cc1	x	0	-6	-9	-1	-4	2.6
Cn1c(NC(=O)Cc2ccc(F)cc2)cc(=O)n(C)c1=O	-1	13	-9	0	-17	-17	0.8
COc1ccc(C(C)(C)C)cc1NC(=O)C1CCCO1 (stereo not drawn)	x	8	-5	-10	-4	-1	-1.3
Cc1ccc(CNC(=O)Cn2c(=O)oc3ccccc32)o1	-6	x	x	4	x	0	x
O=C(c1ccccc1)N1CC(=O)N2[C@H](CO)[C@H](c3ccc(C#CC4CC4)cc3)[C@@H]2C1	x	-16	-2	0	-2	x	0.0
COc1ccccc1NC(=O)C[n+]1ccccc1C	-2	-4	-4	9	-2	-6	-0.1
CCOC(=O)C1CCN(c2c(NCCN3CCCCC3C)c(=O)c2=O)CC1 (stereo not drawn)	4	-8	u	1	0	4	0.2
COc1ccccc1OCC(=O)Nc1nc2c(s1)CCCC2	3	8	9	-54	x	4	-1.5
Cc1cccc(C)c1-n1nnnc1C1c2ccccc2C(=O)N1C1CC1 (stereo not drawn)	x	12	-6	-13	-4	2	-6.5
Cc1cc(=O)oc2c1ccc1ccccc12	-8	16	9	-26	-4	1	0.4
COc1cccc(C2CC(c3ccccc3)Nc3nc(N)nn32)c1 (stereo not drawn)	x	17	-7	-1	-4	-19	-3.9
COCC(=O)N1C[C@H](C)[C@H](OC)CN(C)C(=O)c2cc(NC(=O)Nc3ccccc3)ccc2OC[C@@H]1C	-7[16.7 µM]	-3	2	x	1	x	-1.3
CCOC(=O)C(C#N)=CN1CCN(C(=O)CCCl)c2ccccc21	-1	x	7	40	-9	x	-1.0
CC(C)NC(=O)Nc1ccc2c(c1)C(=O)N([C@H](C)CO)C[C@@H](C)[C@@H](CN(C)C(=O)NC1CCCCC1)O2	-12[16.7 µM]	9&-6	14&-4	-12	5&-7	2	-0.7&-0.2
Cc1ccc(C(=O)NCCCNC(=O)c2ccc(Cl)cc2)cn1	10	25	6	13	0	6	-0.4
O=C(COC(=O)CCC1CCCC1)Nc1ccccc1OC(F)F	x	3	3	10	9	-7	-1.2
Cc1ccccc1C(=O)NC(NC(=O)c1ccccc1C)c1cccc([N+](=O)[O-])c1	2	14	x	-3	x	12	x
COc1ccc(N2CCN(C(=O)COC(=O)c3cc(S(=O)(=O)N(C)C)ccc3N3CCCC3)CC2)cc1	x	-1	-10	8	8	5	1.5
O=C(NCc1n[nH]c(=S)n1-c1ccc(F)cc1)c1ccc(S(=O)(=O)N2CCOCC2)cc1	x	26	-2	7	10	-14	2.1
C[C@H](CO)N1C[C@H](C)[C@@H](CN(C)S(=O)(=O)c2ccc(F)cc2)Oc2c(NC(=O)CCC(F)(F)F)cccc2C1=O	3	-25	u	-8	3	-10	0.0
O=C(Nc1ncc2c(n1)-c1ccccc1OC2)c1cccc([N+](=O)[O-])c1	-6	-1	0	-1	10	1	-1.6
COc1ccc(-c2ccc3c(c2)O[C@@H](CN(C)Cc2ccccc2C(=O)O)[C@@H](C)CN([C@H](C)CO)S3(=O)=O)cc1	-2[16.7 µM]	4	0	x	-3	-6	0.1
Nc1ccn([C@@H]2O[C@H](C(=O)N[C@H](Cc3ccccc3)C(=O)N3CCN(CCO)CC3)[C@@H](O)[C@H]2O)c(=O)n1	x	x	0	-30	7	-7	-2.5
CCCC#Cc1cnc2c(c1)C(=O)N([C@@H](C)CO)C[C@@H](C)[C@H](CN(C)C(=O)c1cccc(F)c1)O2	1[16.7 µM]	3	0	15	-37	x	2.9
C[C@@H]1CN([C@H](C)CO)C(=O)CCCn2nncc2CO[C@H]1CN(C)S(=O)(=O)c1ccccc1F	4	22&-6	7&2	2&-5	-2&1	6&-1	-3.7&2.3
CC(=O)NS(=O)(=O)c1ccc2sc(C)nc2c1	-11	3	-3	5	-3	1	5.2

Assay outcomes: PubChem, Broad Institute
